# Assay outcomes as filed in PubChem.
# Scp-1 inhibitor: Scp-1 (human) phosphatase inhibition | Q9GZU7 | Recombinant Scp1, phosphopeptide, malachite green phosphate absorbance | inhibition, % at 20 µM | 0.88% of 340,000 active;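 active = inhibition above about 50% at 20 µM, limit read from the data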;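 also: plate controls were DMSO wells with enzyme for no effect and wells lacking enzyme for full effect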
# Target sequence (Q9GZU7 76-261 limits assumed): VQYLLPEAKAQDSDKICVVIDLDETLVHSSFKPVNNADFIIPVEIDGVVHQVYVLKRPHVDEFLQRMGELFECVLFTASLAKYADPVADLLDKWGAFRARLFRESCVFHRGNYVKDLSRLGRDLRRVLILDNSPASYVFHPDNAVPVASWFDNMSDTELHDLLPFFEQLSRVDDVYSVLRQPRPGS
#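 Assay system: SCP-1 catalytic fragment, aa 76-261 | Buffer or medium: Tris acetate buffer pH 5.5 with MgCl2 and Tween-20 | Compound: One concentration, 20 µM, with 1.0% DMSO | Also added: Phospho 17-mer peptide substrate | Signal: Absorbance at 630 nm | Incubation: 45 min enzyme reaction at room temperature | Measure: % inhibition of SCP-1 phosphate liberation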
# LMPTP inh: LMPTP (human) inhibition. recombinant LMPTP-A, OMFP fluorogenic substrate, fluorescence intensity. inhibition, % at 20 µM. 0.22% of 360,000 active;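 active = compounds that cut the enzyme signal by at least half of the control window in the single-dose screen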;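 also: plate controls were DMSO wells with enzyme plus substrate for no effect and substrate without enzyme for full effect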
#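 Buffer or medium: Bis-Tris pH 6.0, DTT, detergent; Assay system: LMPTP-A enzyme; Quantity: 0.625 nM enzyme; Detection: endpoint fluorescence intensity; Times: 50 min dark incubation at room temperature; Controls: substrate-only low control, DMSO enzyme-plus-substrate high control; Doses: single 20 µM dose; Read-out: percent inhibition versus substrate-only and uninhibited controls; Reagent: 400 µM OMFP.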
# DNMT1 inh: DNMT1 (human) enzyme inhibition; AID 588458; DNMT1 molecular beacon, Hinp1I cleavage, fluorescence; inhibition (reported as % activation of signal), % at 10 µM; P26358; 0.83% of 360,000 active; in the data active = inhibition above about 50%
# CendR NRP1 mod: NRP-1/CendR interaction modulation | O14786 | FAM-RPARPAR peptide binding to NRP-1, fluorescence polarization | inhibition, % at 25 µM | 0.85% of 360,000 active | AID 602438;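 active = inhibition or corrected inhibition above about 18%, plus a signal ratio from 0.5 to 1.5, limit read from the data, passing the limit was not always enough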; also: strong numbers were not always called active
# STEP inh: inhibitors of human striatal-enriched phosphatase STEP. P54829. recombinant STEP, OMFP fluorogenic substrate, fluorescence. inhibition, % at 20 µM. 0.25% of 360,000 active;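 active = inhibition at 20 µM, scaled per plate between control wells, above about 37%, limit read from the data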;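 also: 0% = DMSO with enzyme and substrate and 100% = substrate only without enzyme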
#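 Measure: Control-normalized % inhibition with plate pattern correction | Test system: STEP phosphatase, cell-free reaction | Medium: pH 6.0 Bis-Tris with DTT and Tween 20 | Technique: Fluorescence, 480/540 nm | Times: Reaction 20 min, ambient temperature | Doses: Single compound dose of 20 µM, 1% DMSO final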
# NadD block: NadD (S. aureus) enzyme inhibition; 0.78% of 360,000 active; inhibition, % at 20 µM; purified NadD enzyme, colorimetric absorbance read-out; AID 602399; in the data active = inhibition above about 26%; also: some compounds past the cut are filed as inactive
# SKN-1 inh: C. elegans SKN-1 inhibition. C. elegans VP596 Pgst-4::GFP/RFP ratio, acrylamide-induced, 24 h. inhibition, % at 21.8 µM. 0.49% of 360,000 active. AID 624304;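 active = interference check ratio from 0.5 to 1.5 plus GFP to RFP signal ratio inhibition reaching or exceeding a fixed threshold, cut at about 30% in these data, passing the limit was not always enough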; also: some compounds called inactive have numbers as strong as hits
# SUMO1-SIM PPI: SUMO1-SIM interaction modulation. SUMO1 binding to a labelled peptide, TR-FRET, 1 h. inhibition, % at 20 µM. AID 602429. 0.33% of 360,000 active. P63165; in the data active = inhibition above about 37%
# Target sequence (P63165 whole entry, looked up): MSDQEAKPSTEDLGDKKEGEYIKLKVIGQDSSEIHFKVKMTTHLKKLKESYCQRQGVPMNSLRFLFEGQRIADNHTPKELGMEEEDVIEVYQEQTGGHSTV
# TbMetRS inhib: blocks T. brucei methionyl-tRNA synthetase activity. purified T. brucei MetRS, ATP depletion, Kinase-Glo luminescence. AID 624268. 0.4% of 360,000 active. inhibition, % at 11.9 µM;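 active = inhibition above a per-plate cutoff of the control wells' mean inhibition plus 3 SD, cut at about 5.5% in these data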;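 also: 0% = DMSO wells median and 100% = median of wells with control inhibitor compound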
#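 System: purified T. brucei MetRS enzyme / Detection: Kinase-Glo luciferase luminescence reporting remaining unconsumed ATP / Medium: HEPES buffer with MgCl2, KCl, DTT, spermine, BSA, pyrophosphatase / Replication: singlicate, one well per compound / Evaluation: percent inhibition relative to median high and low control wells / Schedule: 2 h aminoacylation at 25 °C after 15 min preincubation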
# Neddylation inh: inhibitors of human cullin neddylation. 0.58% of 360,000 active. TR-FRET cullin neddylation, biochemical. P61081+Q13564. calls only at 25 µM; in the data active = inhibition above about 36%
# Target sequence (P61081 whole entry, looked up): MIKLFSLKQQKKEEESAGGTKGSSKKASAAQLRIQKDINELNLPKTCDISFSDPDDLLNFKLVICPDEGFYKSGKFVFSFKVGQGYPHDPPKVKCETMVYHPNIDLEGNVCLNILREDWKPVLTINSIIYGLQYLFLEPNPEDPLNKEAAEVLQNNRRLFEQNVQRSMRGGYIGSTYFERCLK
# Target sequence (Q13564 whole entry, looked up): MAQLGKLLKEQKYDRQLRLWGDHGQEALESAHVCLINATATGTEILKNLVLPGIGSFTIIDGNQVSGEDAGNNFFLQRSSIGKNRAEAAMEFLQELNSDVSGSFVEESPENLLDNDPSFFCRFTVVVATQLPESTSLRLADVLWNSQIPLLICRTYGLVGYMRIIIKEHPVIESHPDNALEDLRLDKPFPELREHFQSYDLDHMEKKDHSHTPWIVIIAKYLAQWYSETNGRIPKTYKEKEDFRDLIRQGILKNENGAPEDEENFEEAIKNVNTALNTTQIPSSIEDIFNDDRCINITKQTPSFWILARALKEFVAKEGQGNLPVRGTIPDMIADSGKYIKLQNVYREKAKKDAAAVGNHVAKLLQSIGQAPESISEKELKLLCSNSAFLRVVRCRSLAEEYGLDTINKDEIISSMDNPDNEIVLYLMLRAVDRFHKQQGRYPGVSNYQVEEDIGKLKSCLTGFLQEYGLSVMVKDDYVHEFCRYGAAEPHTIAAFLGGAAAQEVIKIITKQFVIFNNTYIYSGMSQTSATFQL
# Numbers without * were called inactive; i = inactive; . = no result given.
SMILES,Scp-1 inhibitor,LMPTP inh,DNMT1 inh,CendR NRP1 mod,STEP inh,NadD block,SKN-1 inh,SUMO1-SIM PPI,TbMetRS inhib,Neddylation inh
COc1ccc(CN(C)C(=O)COC(=O)c2ccc3c(c2)OCO3)cc1OC,2,-2.2,1,-1,-1,-2,1,0,-0.7,i
CCCCCC1(C)NC(=S)N(c2ccccc2)N1 (stereo unspecified),-2,-0.7,0,5,0,1,4,2,-0.3,i
CC1(C)CC2CC(C)(CN2Cc2c(O)ccc3ccccc23)C1 (stereo unspecified),-1,0.4,-5,5,-2,1,17,1,0.0,i
Cc1cc(-c2ccccc2)nc2cc(C(=O)NCCCn3ccnc3)nn12,-7,-1.3,-1,11,-3,0,10,-5,-0.6,i
N#CCc1nc2c3c4c(sc3ncn2n1)CCCC4,3,-0.8,3,-16,1,5,-10,3,-0.1,i
Cn1cnc([N+](=O)[O-])c1S(=O)(=O)Oc1ccccc1,-8,-1.7,2,13,3,1,-3,-13,0.2,i
O=C(CSc1nc(-c2ccccc2)cc(C(F)(F)F)n1)c1cccc([N+](=O)[O-])c1,-10,1.9,-3,-12,0,-3,2,-3,0.2,i
CCOC(=O)C1C2C=CC(CC2)N1c1ccccc1 (stereo unspecified),-6,0.2,3,6,-2,-2,14,0,0.2,i
COc1cc(/C=N\Nc2nc3ccccc3[nH]2)cc(OC)c1OC,-4,0.6,-1,3,3,-12,3,1,5.2,i
CCOC(=O)C(=NCC1CCCO1)NNc1ccccc1Cl (stereo unspecified),-8,-0.2,1,1,1,-6,-5,6,-0.7,i
O=C(CSc1nc2ccsc2c(=O)n1CC1CCC(C(=O)O)CC1)NCCc1ccc(Cl)cc1 (stereo unspecified),-12,1.5,0,16,0,12,25,1,0.4,i
COc1cccc(NC(=O)NNC(=O)CN2C(=O)COc3ccccc32)c1,-2,-0.2,4,12,-6,-3,-5,29,-0.6,i
COc1ccc(-c2c(C)n([O-])c3c([n+]2=O)CCCC3)cc1,-1,-0.8,-1,3,3,4,-15,-14,-0.6,i
O=C(CCC(=O)Nc1ccc(Oc2ccccc2)cc1)NCCO,-2,0.6,-2,9,2,-8,0,3,-0.9,i
Cc1cc(C)c(N2C(=O)CCCC2=O)c(Cl)c1,-5,-0.2,1,6,-2,0,6,2,0.2,i
CCN1CCN(C(=S)NC(=O)c2cccs2)CC1,-3,-3.3,2,6,-2,-9,3,-2,0.1,i
Oc1ccc(/C=N/N2CCOCC2)c(O)c1O,1,1.3,-10,11,6,0,3,1,-0.1,i
O=C1CC[C@H](O)CCN1[C@H](CSc1ccccc1)Cc1ccccc1,0,-2.5,1,-3,0,-1,7,-2,-0.4,i
Cc1cccc(N2CCN(C(=O)C3CCN(c4ncnc5c4nc4n5CCCCC4)CC3)CC2C)c1 (stereo unspecified),-8,0.8,-5,-39,3,3,9,3,0.7,i
O=C(CN1C(=O)NC(Cc2ccccc2)C1=O)Nc1ccccc1OC(F)F (stereo unspecified),-4,-0.5,-1,4,-1,-1,11,2,0.0,i

# Whole records as entered above. Order of values: Scp-1 inhibitor | LMPTP inh | DNMT1 inh | CendR NRP1 mod | STEP inh | NadD block | SKN-1 inh | SUMO1-SIM PPI | TbMetRS inhib | Neddylation inh
# `O=C(CSc1nc(-c2ccccc2)cc(C(F)(F)F)n1)c1cccc([N+](=O)[O-])c1` in the list: -10 | 1.9 | -3 | -12 | 0 | -3 | 2 | -3 | 0.2 | i
# `Cc1cc(-c2ccccc2)nc2cc(C(=O)NCCCn3ccnc3)nn12` in the list: -7 | -1.3 | -1 | 11 | -3 | 0 | 10 | -5 | -0.6 | i

# Continuation:
SMILES,Scp-1 inhibitor,LMPTP inh,DNMT1 inh,CendR NRP1 mod,STEP inh,NadD block,SKN-1 inh,SUMO1-SIM PPI,TbMetRS inhib,Neddylation inh
Cc1ccc(S(=O)(=O)Cc2ccc(C(=O)N3CCN(c4cc(C)ccc4C)CC3)o2)cc1,24,2.9,22,-3,3,10,6,-3,0.9,i
COc1cc(C(=O)NCCC(C)C)c([N+](=O)[O-])cc1OC,-3,-0.5,2,10,-2,4,8,-16,-0.5,i
Cc1cccc(S(=O)(=O)N(C)C[C@@H]2OCc3cnnn3CCCC(=O)N([C@H](C)CO)C[C@@H]2C)c1,.,-0.9,1,-5,1,5,13,1,-0.7,i
Cc1nn2c3c(cnc2c1-c1ccc(Cl)cc1)C(=O)CC(c1ccco1)C3 (stereo unspecified),-5,-0.5,1,-4,2,-1,-1,1,-0.4,i
Cc1cc(=O)[nH]c(SCC(=O)NCC2CCCO2)n1 (stereo unspecified),1,-2.4,-1,11,0,2,15,1,0.4,i
Cc1nn(-c2ccccc2)c(Cl)c1/C=N/N1CCN(c2ccccn2)CC1,-6,-0.4,1,9,2,2,-10,2,-0.4,i
N#CC1=C(N)Oc2n[nH]c(-c3ccccc3)c2C12C(=O)Nc1ccccc12 (stereo unspecified),-2,-0.7,-5,5,-7,10,10,4,-0.9,i
O=C(NC(=S)Nc1ccc2oc(-c3ccncc3)nc2c1)c1ccccc1F,-2,-0.1,18,-9,3,6,13,7,-0.1,i
COc1ccccc1-n1cnnc1SCC(=O)Nc1cccnc1Cl,-2,-0.7,2,-2,1,-2,-4,2,-0.1,i
O=C(N/N=C(/CC(=O)c1cccs1)C(F)(F)F)c1ccc(O)cc1,-6,0.7,1,-1,19,-4,6,1,1.7,i
COc1ccccc1/C=C/C=N/n1c(-c2ccccn2)n[nH]c1=S,-4,0.2,-6,-9,3,25,-12,-13,-1.0,i
Cc1cc(C)c(NC(=O)COc2nc3ccccc3nc2C)c(C)c1,58*,-1.6,0,-2,0,0,8,-1,0.3,i
S=c1[nH]nc(Cc2ccccc2)n1-c1ccc(Cl)cc1,-1,-1.4,1,4,-2,0,-1,-2,-0.5,i
C1CC(CN2CCOCC2)CN(c2nc3nonc3nc2N2CCSCC2)C1 (stereo unspecified),-8,-1.8,9,-4,0,-4,-5,-7,-0.1,i
O=C(CN1CCN(S(=O)(=O)c2ccc(Br)s2)CC1)N1CCCCC1,-2,-1.5,2,-8,-1,-4,11,-1,-0.4,i
O=C1/C(=C/c2cccnc2)SC(=S)N1NS(=O)(=O)c1ccccc1,-6,-0.6,2,-1,3,1,17,-24,-0.6,i
C/C(=N\NC(=O)CC1(C)OCCO1)c1cccs1,-4,-1.7,12,0,-4,-2,1,-1,-1.0,i
CCNC(=O)CSc1nnc(-c2cc(-c3ccc(Cl)cc3)nc3ccccc23)o1,0,-0.7,-3,-5,-1,-1,11,-4,0.4,i
COc1ccc(CC(N)c2csc(NC(=O)c3cccs3)n2)cc1 (stereo unspecified),.,1.0,-10,-28,1,4,11,5,-0.3,i
CCOc1cc(Cl)c(S(=O)(=O)NCCCN2CCOCC2)cc1Cl,1,0.3,1,14,-2,1,11,6,-0.2,i
CC(=O)Nc1ccc(S(=O)(=O)NCCc2ccc(S(N)(=O)=O)cc2)cc1,-1,-1.5,2,-4,-1,0,-17,2,-1.1,i
CC(C)(C)c1cnnn1-c1ccc(C(=O)CCl)cc1,-2,-1.3,1,-8,-2,-9,1,-2,-0.6,i
CC1CCCC(C)N1C(=O)c1cc(-c2ccc3c(c2)OCO3)on1 (stereo unspecified),-1,2.9,0,-6,-2,-5,14,6,-0.3,i
O=C(COc1ccc(C2SCCS2)cc1)NNC(=O)C(Cl)Cl,14,0.1,-2,10,-1,-1,-1,3,0.1,i
C[C@@H]1CN([C@@H](C)CO)C(=O)c2cc(Br)cnc2O[C@H]1CN(C)Cc1cccnc1,.,-1.7,6,5,-2,-5,0,1,-1.2,i
CC1(C)NC(=O)N(CC(=O)OCC(=O)Nc2cccc(S(N)(=O)=O)c2)C1=O,-3,-1.4,2,4,0,1,0,0,0.3,i
COc1ccc(C(C)=O)cc1CN1C(=O)C(C)ON=C1c1ccccn1 (stereo unspecified),.,0.0,-1,-4,0,3,23,-5,-0.4,i
COCCN(C(=O)CSc1ncc(C(F)(F)F)cc1Cl)c1c(N)n(Cc2ccccc2)c(=O)[nH]c1=O,-5,-0.6,9,3,-1,1,-5,2,0.1,i
O=C(NCC(=O)N1CCN(C(c2ccccc2)c2ccccc2)CC1)c1ccc(Br)o1,-2,1.0,-1,8,1,3,2,2,0.0,.
O=C(O)CCCNS(=O)(=O)c1ccc2ccccc2c1,2,-0.4,3,6,2,-3,-16,-3,-0.2,i
Cc1cc(C)cc(N2C(=O)CSC2c2cccs2)c1 (stereo unspecified),-4,-0.2,0,-15,-3,5,-11,-1,0.3,i
Cc1ccc(-c2cc(C(=O)Nc3cnn(C45CC6CC(CC(C6)C4)C5)c3)no2)cc1,-5,0.3,6,1,0,12,-7,-2,-0.9,i

# Among those listed so far, these contain a thiophene ring, fused or not:
SMILES,Scp-1 inhibitor,LMPTP inh,DNMT1 inh,CendR NRP1 mod,STEP inh,NadD block,SKN-1 inh,SUMO1-SIM PPI,TbMetRS inhib,Neddylation inh
N#CCc1nc2c3c4c(sc3ncn2n1)CCCC4,3,-0.8,3,-16,1,5,-10,3,-0.1,i
O=C(CSc1nc2ccsc2c(=O)n1CC1CCC(C(=O)O)CC1)NCCc1ccc(Cl)cc1 (stereo unspecified),-12,1.5,0,16,0,12,25,1,0.4,i
CCN1CCN(C(=S)NC(=O)c2cccs2)CC1,-3,-3.3,2,6,-2,-9,3,-2,0.1,i
O=C(N/N=C(/CC(=O)c1cccs1)C(F)(F)F)c1ccc(O)cc1,-6,0.7,1,-1,19,-4,6,1,1.7,i
O=C(CN1CCN(S(=O)(=O)c2ccc(Br)s2)CC1)N1CCCCC1,-2,-1.5,2,-8,-1,-4,11,-1,-0.4,i
C/C(=N\NC(=O)CC1(C)OCCO1)c1cccs1,-4,-1.7,12,0,-4,-2,1,-1,-1.0,i
COc1ccc(CC(N)c2csc(NC(=O)c3cccs3)n2)cc1 (stereo unspecified),.,1.0,-10,-28,1,4,11,5,-0.3,i
Cc1cc(C)cc(N2C(=O)CSC2c2cccs2)c1 (stereo unspecified),-4,-0.2,0,-15,-3,5,-11,-1,0.3,i
